NCOA1 inh – inhibitors of human steroid receptor coactivator 1 (SRC1). HEK293 GAL4-SRC1 luciferase reporter, luminescence. inhibition, % at 3.6 µM. actives 0.12% (n = 360,000). AID 588354;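 active = inhibition above the campaign mean plus 3 SD, with each screening campaign given its own cutoff, cut at about 60% in these data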;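 also: 0% = DMSO treated cells and 100% = gossypol at 36 µM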
ABHD5 PLIN5 PPI – blocks binding of human ABHD5 to perilipin-5; Q00G26+Q8WTS1; Split G. princeps luciferase complementation, luminescence, 4 h; AID 602281; inhibition, % at 4 µM; actives 0.78% (n = 360,000);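 active = inhibition above the mean inhibition across every tested compound plus 3 SD, cut at about 22% in these data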;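 also: 0% = DMSO only wells and the 100% control is not disclosed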
TROY NFkB inh – inhibitors of TROY-dependent NF-kB signaling; Q293 LMP1-TROYcd NF-kB luciferase reporter, 4 h; inhibition, % at 10 µM; actives 0.98% (n = 360,000); AID 1347056;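 active = compounds whose plate-normalised and pattern-corrected inhibition of the luciferase reporter signal at the single screening dose is 50% or more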
LRH-1 inv ag – NR5A2 inverse agonism in reporter assay; O00482; HEK293T StAR-luciferase reporter, LRH-1 transfected, 24 h; inhibition, % at 3.6 µM; actives 0.13% (n = 360,000);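 active = inhibition above the mean inhibition of all tested compounds plus 3 SD, cut at about 73% in these data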;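 also: 0% = DMSO wells and 100% = reporter-only cells lacking LRH-1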
Target sequence (O00482 whole entry, looked up): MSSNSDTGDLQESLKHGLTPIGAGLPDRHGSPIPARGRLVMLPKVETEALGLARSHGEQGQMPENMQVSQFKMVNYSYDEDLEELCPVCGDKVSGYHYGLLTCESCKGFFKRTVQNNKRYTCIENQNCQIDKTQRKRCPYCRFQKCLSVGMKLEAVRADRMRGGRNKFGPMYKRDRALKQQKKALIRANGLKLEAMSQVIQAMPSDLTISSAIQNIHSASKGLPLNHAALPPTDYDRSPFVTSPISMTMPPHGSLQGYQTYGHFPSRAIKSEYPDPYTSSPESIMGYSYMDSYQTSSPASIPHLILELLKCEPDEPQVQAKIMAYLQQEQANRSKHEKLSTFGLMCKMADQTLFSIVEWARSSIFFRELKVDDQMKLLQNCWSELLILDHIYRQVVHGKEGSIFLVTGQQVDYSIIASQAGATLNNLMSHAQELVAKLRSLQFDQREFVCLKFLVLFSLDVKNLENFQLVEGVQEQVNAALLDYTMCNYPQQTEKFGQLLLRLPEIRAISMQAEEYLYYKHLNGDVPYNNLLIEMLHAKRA
TLR9-MyD88 inh – TLR9-MyD88 interaction inhibition | Q9NR96+Q99836 | CHO BLA complementation TLR9-MyD88, CCF4 FRET ratio | inhibition, % at 4.98 µM | actives 0.21% (n = 340,000) | AID 504734;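 active = inhibition above the mean over all tested compounds plus 3 SD, cut at about 21% in these data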;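 also: 0% = DMSO only wells and 100% = clavulanate BLA inhibitor control wells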
NR2F2 inh – blocks human COUP-TFII nuclear receptor; actives 0.7% (n = 370,000); P24468; HEK293T NGFI-A luciferase reporter, luminescence; inhibition, % at 8.6 µM; AID 686940;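 active = inhibition above a per-plate cutoff, mean inhibition of test wells between control levels plus 3 SD, cut at about 38% in these data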;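 also: cells cotransfected with COUP-TFII expression vector driving the NGFI-A reporter; 0% = median of COUP-TF2 test wells and 100% = reporter-only cells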
Target sequence (P24468 whole entry, looked up): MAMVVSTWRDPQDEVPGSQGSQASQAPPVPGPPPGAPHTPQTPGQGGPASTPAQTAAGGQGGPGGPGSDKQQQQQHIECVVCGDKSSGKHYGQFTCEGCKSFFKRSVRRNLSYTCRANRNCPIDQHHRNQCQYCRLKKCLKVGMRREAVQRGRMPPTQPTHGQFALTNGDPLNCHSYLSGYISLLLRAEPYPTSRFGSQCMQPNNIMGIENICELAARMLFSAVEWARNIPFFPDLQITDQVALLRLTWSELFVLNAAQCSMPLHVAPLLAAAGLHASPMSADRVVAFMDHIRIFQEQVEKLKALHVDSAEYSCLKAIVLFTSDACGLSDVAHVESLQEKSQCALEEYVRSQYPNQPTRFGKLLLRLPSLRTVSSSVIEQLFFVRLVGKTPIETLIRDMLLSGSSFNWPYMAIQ
NOD2-RIPK2 inh – inhibitors of human NOD2-RIPK2 interaction; O43353; actives 0.38% (n = 360,000); AID 624267; inhibition, % at 4.98 µM; CHO BLA complementation NOD2-RIPK2, CCF4 ratio; in the data active = inhibition above about 21%;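 also: 0% = vehicle only and 100% = reference blocker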
NCOA3 inh – human NCOA3 inhibition. Q9Y6Q9. inhibition, % at 3.6 µM. actives 0.17% (n = 360,000). HEK293 GAL4-SRC3 luciferase reporter, luminescence. AID 588352;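 active = inhibition above a per-campaign cutoff, the mean of all compounds plus 3 SD, cut at about 60% in these data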;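 also: 0% = DMSO-treated cells and 100% = gossypol-treated cells at 36 µM; higher means less SRC3-driven luciferase light from the GAL4 reporter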
TWEAK Fn14 block – inhibitors of TWEAK-Fn14 interaction signaling. TWEAK-stimulated Fn14 reporter cells, luciferase luminescence, 8 h. inhibition, % at 10 µM. actives 2% (n = 360,000). AID 1159606; in the data active = inhibition above about 50%
Exocytosis inh – lytic granule exocytosis inhibition | TALL-104 LAMP-1 surface exposure, flow cytometry; cells stimulated with thapsigargin and PMA | inhibition, % at 10 µM | actives 0.66% (n = 360,000);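 active = inhibition above about 55%, limit read from the data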
NCOA2 inhibitor – human SRC2 (NCOA2) inhibition. HEK293 GAL4-SRC2 luciferase reporter, luminescence. actives 0.17% (n = 370,000). inhibition, % at 9 µM;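 active = inhibition above the mean inhibition of all tested compounds plus 3 SD, set per campaign, cut at about 52% in these data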;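 also: 0% = DMSO treated cells and 100% = cells given Gossypol at 36 µM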
The depositor's hits bear a star; nt = no result given; & = joins results of further samples.

SMILES	NCOA1 inh	ABHD5 PLIN5 PPI	TROY NFkB inh	LRH-1 inv ag	TLR9-MyD88 inh	NR2F2 inh	NOD2-RIPK2 inh	NCOA3 inh	TWEAK Fn14 block	Exocytosis inh	NCOA2 inhibitor
CC(C(=O)Nc1ccc(N(C)C)cc1)N1C(=O)c2ccccc2S1(=O)=O (stereo not given)	-16	0	-16	17	-1	20	-8	-1	-22	4	10
Cc1ccc(N2CC(C(=O)OCc3ccccc3F)CC2=O)cc1 (stereo not given)	-14	6	10	9	-1	2	-11	-1	2	-1	-40
Cc1ccc(S(=O)(=O)NCCc2nnc3ccc(N4CCOCC4)nn23)cc1	4	-3	-4	1	2	-7	-9	1	9	-1	0
O=C(NCCN1CCOCC1)/C(=C/c1ccco1)NC(=O)c1ccccc1	-16	-2	14	-3	0	-1	-4	-18	6	-2	4
CC1CCCCN1C(=O)c1ccc(S(=O)(=O)N2CCCCC2C)cc1 (stereo not given)	-26	-3	4	15	-3	-6	0	10	-5	6	-16
CCOC(=O)CC(NC(=O)c1cc2cc(Br)ccc2oc1=O)c1cccc([N+](=O)[O-])c1 (stereo not given)	-2	1	-3	9	-7	12	1	-10	-12	6	-4
CC(C)C12CN3CC(C(C)C)(CN(C1)C3c1ccccc1)C2O (stereo not given)	10	14	2	6	-1	-18	3	16	-9	1	3
O=C(NCc1ccccc1)C1CCN(S(=O)(=O)c2cccc3cccnc23)CC1	-9	2	1	15	7	0	3	-10	15	-2	-21
COC(=O)c1ccc(CSc2ncnc3sc(C)c(C)c23)o1	-7	-3	4	-14	-11	-4	0	-1	-11	6	14
CC1CCN(CCc2nc3cc(NC(=O)COc4ccccc4)ccc3n2C)CC1	12	10	-10	15	-13	5	-6	-24	26	15	-7
O=C(O)c1cccc2c1Oc1ccccc1S2(=O)=O	-4	1	-4	-6	-10	-13	-6	-23	-3	-2	-48
CCOC(=O)c1c(-c2ccc(OC)cc2)csc1/N=C/C1=C(O)CCCC1=O	-11	-3	12	-18	0	19	0	4	20	-2	8
CCCCCCCCN1C(=O)[C@H](CC(=O)NCc2ccc(C)o2)C[C@@]2(C(=O)OC)CCCCC=C12	nt	36*	-3	-1	nt	11	0	nt	1	-2	-6
CC(C)(C)OC(=O)COc1cc(F)ccc1[N+](=O)[O-]	-24	-1	0	15	-2	-3	-3	9	-3	-8	8
Cc1ccnc(SCC(=O)c2cccc([N+](=O)[O-])c2)n1	5	-1	-18	-6	-1	2	7	1	-8	-5	-31
CCN1C(=O)C(CC(=O)Nc2ccc(OC)cc2)N(CCc2ccccc2)C1=S (stereo not given)	9	1	-2	-4	1	8	5	-5	5	14	6
CN(CC(O)CN1CCOCC1)S(=O)(=O)O (stereo not given)	-13&-5	-4&2	22&-1	-8&-13	4	-4&-3	8&-10	0&-3	-11&3	0&5	23&-57
COc1ccc2nc(C)cc(Nc3ccc(N4CCN(C)CC4)cc3)c2c1	24	5	-112	-2	7	-57	-1	45	-50	24	-464
CCc1cc(=O)oc2cc(OC(=O)c3ccco3)ccc12	5	0	10	-3	2	7	1	8	-1	-3	10
CCOC(=O)N1CCN(C(=O)C[C@@H]2C[C@@]3(C(=O)OC)CCCCC=C3N(CCc3ccc(OC)c(OC)c3)C2=O)CC1	nt	2	nt	-11	nt	-18	1	nt	nt	-3	18
N#Cc1c(C(F)(F)F)cc(-c2ccco2)nc1SCc1ccccn1	-8	-5	0	22	16	0	10	2	32	-1	2
O=c1c2ccccc2nc(COc2ccccc2)n1/N=C/c1ccc(O)c(O)c1	-24	1	-18	-55	-6	-10	0	-24	5	27	-26
Cc1cccc(Cn2c(NC3CCCC3)nc3c2c(=O)[nH]c(=O)n3C)c1	3	11	-5	-1	-5	-11	-3	3	9	-2	18
COc1cc(OC)cc(C(=O)N(CN2CCCC2=O)c2ccccc2OC)c1	-4	2	1	10	8	-11	-15	-6	-11	-2	-5
CCN(CC)CCCNC(=O)CCn1nc(-c2ccc(Cl)cc2)ccc1=O	-6	13	17	-1	-8	-7	-11	-7	-2	1	-7
Cc1ccccc1C(=O)NCC(=O)OC(C)C(=O)Nc1cccc(S(=O)(=O)N2CCOCC2)c1 (stereo not given)	-21	-4	-17	-6	1	-6	-3	11	-2	5	-5
COC(=O)c1ccc(OCC2c3cc(OC)c(OC)cc3CCN2C(C)=O)cc1 (stereo not given)	-1	0	25	3	3	4	-5	6	-18	0	0
O=C(C[n+]1ccccc1)Nc1c(Cl)cc(Cl)cc1Cl	-10	-2	-16	13	nt	22	-4	6	-9	1	14
O=C(OCc1ccc(Cl)cc1Cl)c1cccnc1Cl	-6	-3	9	19	-2	-17	-12	-8	12	0	-33
Cc1ccc(O)c(NC(=O)c2cc(-c3ccc(F)cc3)on2)c1	-35	-6	-38	-1	6	0	-6	-19	-39	-1	2
O=C(O)CN1C(=O)/C(=C\c2cccc(OCc3ccccc3)c2)SC1=S	-11	-11	-55	-7	2	-7	2	-7	-4	-9	0
CC1Cc2cc(S(=O)(=O)N3CCC(C(=O)Nc4ccccn4)CC3)ccc2N1C(=O)C1CCC1 (stereo not given)	-58	-1	20	-27	-14	10	0	2	6	11	-6
O=C(N/C(=C/c1ccc(Br)cc1)C(=O)N1CCCC1=O)c1ccco1	0	5	-19	0	-8	9	-10	13	7	21	-10
O=c1cc(CSc2ccccn2)nc(N2CCN(c3ccccc3)CC2)[nH]1	1	0	0	-10	4	6	-2	5	6	-3	12
COc1cccc(-c2csc(NC(C)=O)n2)c1	-59	5	-65	-110	-6	-33	0	-60	-16	-2	-32
O=[N+]([O-])c1cccc(/C=N/N=C\c2ccccc2)c1	-5	1	-31	1	3	14	8	-2	-46	0	26
O=C(Nc1cccc2ccccc12)c1ccc([N+](=O)[O-])cc1	2	0	4	-31	-11	-22	-3	-13	-7	-8	-17
COc1ccccc1-n1cnc2cc(C(=O)NC3CCCC3)ccc21	-12	-1	-14	20	15	-23	-7	10	-6	-3	-19
CCOc1ccc(NC(=O)C(C)Oc2ccccc2C(=O)Nc2cccc(Cl)c2Cl)cc1 (stereo not given)	5	2	12	8	9	11	2	0	-11	1	16
CC(C)(C)NC(=O)C(c1ccco1)N(C(=O)c1ccc(CN2CCOCC2)o1)c1ccccc1 (stereo not given)	-5	2	-6	-2	0	-7	-11	-1	4	-3	-18
CCCCCn1nnc2c(=O)oc3ccccc3c21	5	15	-4	12	-4	21	-13	2	3	8	1
COc1ccc2cnnc(SCC(=O)Nc3ccc(C(=O)O)cc3)c2c1OC	15	1	-22	-12	6	26	-6	11	-4	3	-10
O=S(=O)(NC(=S)c1ccccc1)c1ccc(F)cc1	0	-5	11	-10	-3	-21	6	8	-2	-4	8
CC(=O)COc1ccc2oc(=O)cc(-c3cc4ccccc4o3)c2c1	8	1	-5	5	1	-3	-5	5	-15	35	12
Nc1ncnc2c1CCC2	0	-4	16	-9	-4	-11	8	-13	10	-8	-4
CCC(C)NC(=O)C1CCC(=O)N1CCc1ccccc1 (stereo not given)	-25	-1	7	15	0	6	-7	-4	15	0	-26
COC(=O)C1(C)NC(c2ccc(O)cc2)C2C(=O)N(c3ccc(C)cc3)C(=O)C21 (stereo not given)	-1	-1	14	0	7	2	-8	-1	4	0	-21
CCCCNC(=S)Nc1ccc2cn[nH]c2c1	6	6	-16	3	6	7	-8	2	24	1	19
CCn1cc(C2=NOC(C(=O)O)C2)c(C)n1 (stereo not given)	6	2	24	-14	1	1	-3	9	35	-5	13
O=C(C[C@H]1C/C=C/CC[C@@H](Cc2ccc(F)cc2)C(=O)OC[C@H](c2ccccc2)NC1=O)NCCO	-15	-2	-3	13	1	5	2	11	-28	8	14

3 of the compounds above, with values under each structure.
Below each SMILES – NCOA1 inh | ABHD5 PLIN5 PPI | TROY NFkB inh | LRH-1 inv ag | TLR9-MyD88 inh | NR2F2 inh | NOD2-RIPK2 inh | NCOA3 inh | TWEAK Fn14 block | Exocytosis inh | NCOA2 inhibitor
- COC(=O)C1(C)NC(c2ccc(O)cc2)C2C(=O)N(c3ccc(C)cc3)C(=O)C21 (stereo not given)
    -1 | -1 | 14 | 0 | 7 | 2 | -8 | -1 | 4 | 0 | -21
- CCCCNC(=S)Nc1ccc2cn[nH]c2c1
    6 | 6 | -16 | 3 | 6 | 7 | -8 | 2 | 24 | 1 | 19
- CCn1cc(C2=NOC(C(=O)O)C2)c(C)n1 (stereo not given)
    6 | 2 | 24 | -14 | 1 | 1 | -3 | 9 | 35 | -5 | 13

(continued)
SMILES	NCOA1 inh	ABHD5 PLIN5 PPI	TROY NFkB inh	LRH-1 inv ag	TLR9-MyD88 inh	NR2F2 inh	NOD2-RIPK2 inh	NCOA3 inh	TWEAK Fn14 block	Exocytosis inh	NCOA2 inhibitor
Cc1ccc(NC2=NCCC2)cc1Cl	-30	-2	-15	-13	3	11	-7	27	-16	-7	2
O=C(COC(=O)c1cc(Br)ccc1O)NCCC1=CCCCC1	-31	-6	14	13	-1	-14	-13	-4	2	-20	4
CCOC(=O)c1c(COC(=O)c2ccco2)nc2ccccc2[n+]1[O-]	-2	-2	-15	1	-9	11	-7	3	7	-2	-9
Cc1noc(C)c1CSc1nc2ccccc2c(=O)n1-c1ccccc1	-9	3	1	35	-5	-23	1	28	9	5	-15
COc1cc(OC)c2c(N)c(C#N)c(C(F)(F)C(F)(F)F)nc2c1	-6	1	12	13	-2	2	-7	9	0	4	5
CC(C)C[C@@H]1O[C@H](CCc2ccccc2)Cc2[nH]c(=S)[nH]c(=O)c21	nt	-10	24	1	nt	5	-4	nt	13	0	-14
CCOc1ccc(NC(=S)NNC(=O)c2cc(Br)ccc2Cl)cc1	4	-4	-3	3	7	9	-3	5	-13	0	2
COc1cc(/C=C(/NC(=O)c2ccccc2)C(=O)N2CCN(C)CC2)c([N+](=O)[O-])cc1OC	16	0	-6	-13	-7	-1	-1	0	4	-1	-11
O=C(CSc1nc2c(c(=O)n1-c1ccc(Cl)cc1)SCC2)Nc1ccc2c(c1)OCCO2	1	4	-8	-2	2	-10	-1	0	-21	2	-5
O=C(CCNS(=O)(=O)c1ccc(Br)cc1)N1CCCCCCC1	6	0	1	9	-1	-15	-8	15	-8	-5	3
COc1ccc(NS(=O)(=O)c2ccc(N3CCOCC3)c(NC(=O)c3ccco3)c2)cc1	-8	6	16	7	-3	3	3	-20	-10	-1	-6
Cc1ccccc1-n1c(-c2ccncc2)n[nH]c1=S	0	-1	7	9	1	-9	3	3	-6	-2	-2
COc1ccccc1NC(=O)Cc1csc(NC(=S)Nc2ccc(C)cc2)n1	-6	-5	41	-27	2	23	-1	6	-17	0	17
COc1ccc(NS(=O)(=O)c2ccc(N/N=C/c3ccc(N4CCOCC4)cc3)c([N+](=O)[O-])c2)cc1	-24	2	-4	-23	-12	-1	-2	19	9	7	9
COc1cc(OC)c2ccc(=O)oc2c1C(CC(=O)N1CCN(c2ccccc2)CC1)c1ccc2c(c1)OCO2 (stereo not given)	13	-2	6	-2	3	-8	-9	4	-5	-3	3
CN(C)c1ncnc(N(C)C)c1[N+](=O)[O-]	11	-3	0	7	-3	-1	12	22	-9	-2	-16
COc1ccc(NC(=O)Nc2c[nH]c(=O)[nH]c2=O)cc1	4	-4	-12	-4	7	-6	10	-5	12	4	10
COc1ccc(S(=O)(=O)NCC2CCCN(Cc3ccc(O)cc3)C2)cc1 (stereo not given)	11	-14	10	2	0	-15	-4	0	3	5	-12

Not all compounds are listed, so the mix of outcomes need not match the whole.
